MBNL1 CUG block = blocks human MBNL1 binding to CUG repeat RNA; Q9NR56; TR-FRET MBNL1-His/biotin-(CUG)12 binding, 665/545 ratio; Potency, µM (titrated, usually from 57.5 µM), inactives show at the top dose activity change, negative = inhibition, hits mostly inhibitors; 280,000 compounds, 0.036% hits; AID 2675; active = well fitted inhibition curve with a large enough effect in the signal ratio, with a control signal flat, not every such curve was filed as active; inconclusive = small, poorly fitted or top-dose-only effect, or effect the other way, or a change in a side signal; inactive = no such curve, though single readings can be large or run the other way; the % refers to the signal ratio; also: % is scaled to controls: 0 for no effect and ±100 for the full control effect
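Compounds (final 92 nM to 58 uM) are added to His-tagged MBNL1 and biotin-(CUG)12, then terbium anti-His antibody and streptavidin-XL665 (5 nM final). After 60 min at room temperature, the 665/545 nm ratio is read.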
uPA generation = cell surface uPA generation inhibition | 330,000 compounds, 0.31% hits | AID 540303 | Potency, µM (highest dose often 38.3 µM), inactives show at the highest dose activity change, negative = inhibition, usual class: inhibitors | cell surface uPA generation assay, qHTS; active = well fitted inhibition curve with a large enough effect; inconclusive = small, poorly fitted or top-dose-only effect; inactive = no such curve, though single readings can be large or run the other way; tested in mouse RAW 264.7 cells; also: % is scaled to controls: 0 for no effect and ±100 for the full control effect; nearly all actives have a fitted effect of over 55% in size
NPC1 prom act = activates the NPC1 promoter. 320,000 compounds, 2.4% hits. Huh7 NPC1 promoter luciferase reporter, 24 h. Potency, µM (series often up to 9.22 µM), without a hit: top-dose activation, hits mostly activators;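 also: % of control where 0% means no effect; nearly all actives have a fitted effect of over 60% in size; reporter is driven by a mutant NPC1 promoter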
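Readout is luciferase luminescence, reflecting NPC1 promoter activation in stably transfected Huh7 cells after 24 h compound exposure at 37 °C in reduced-serum medium with 10% FBS.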
VP16 counter = inhibits Gal4-VP16 luciferase reporter, ROR gamma counter-screen. Drosophila S2 Gal4-VP16 UAS-luciferase, luminescence, 20 h. Potency, µM (titrated, usually from 53.6 µM), for the others: at the top dose activity, negative = inhibition, hits mostly inhibitors. 310,000 compounds, 3.5% hits;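 also: Gal4-VP16 expression switched on by copper sulfate through the metallothionein promoter; % is scaled to controls: 0 for no effect and ±100 for the full control effect; nearly all actives have a fitted effect of over 50% in size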
ELG1 genotoxic = genotoxicity induction in ELG1-luciferase HEK293T cells. 330,000 compounds, 1.3% hits. HEK293T ELG1-luciferase reporter, luminescence, 16 h. Potency, µM (series often up to 46 µM), for the others: at the highest dose activity change, positive = activation, usual class: activators. AID 504466; also: % of control where 0% means no effect; nearly all actives have a fitted effect of over 60% in size
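Screening used a luciferase reporter fused to human ELG1 in HEK293T cells. Luminescence was read on a CCD plate imager after 16 hr exposure and 30 min ONE-Glo incubation.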
p53 reactivator = mutant p53 re-activation in reporter cells. H1299 p53-A138V BP100-luciferase reporter, luminescence, 24 h. Potency, µM (series often up to 92.2 µM), inactives show at the top dose activity change, positive = activation, most hits filed as activators. 320,000 compounds, 0.063% hits; also: % of control where 0% means no effect; nearly all actives have a fitted effect of over 45% in size
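H1299 (p53-null), stable ts p53-A138V + BP100-Luc; 1000 cells/well, Opti-MEM/10% FBS; cpd 4 pt, 1:5; 24 h, 37 deg C, 5% CO2; detection reagent 10 min RT; luminescence.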
RORgamma inh = inhibitors of mouse ROR gamma transcriptional activity | Drosophila S2 Gal4-RORgamma UAS-luciferase reporter, 20 h | Potency, µM (series often up to 53.6 µM), inactives show top-dose activity change, negative = inhibition, actives largely listed as inhibitors | AID 2551 | 310,000 compounds, 5.4% hits | P51450; also: % is scaled to controls: 0 for no effect and ±100 for the full control effect; nearly all actives have a fitted effect of over 60% in size
Target sequence (P51450 whole entry, looked up, the tested form may be a part): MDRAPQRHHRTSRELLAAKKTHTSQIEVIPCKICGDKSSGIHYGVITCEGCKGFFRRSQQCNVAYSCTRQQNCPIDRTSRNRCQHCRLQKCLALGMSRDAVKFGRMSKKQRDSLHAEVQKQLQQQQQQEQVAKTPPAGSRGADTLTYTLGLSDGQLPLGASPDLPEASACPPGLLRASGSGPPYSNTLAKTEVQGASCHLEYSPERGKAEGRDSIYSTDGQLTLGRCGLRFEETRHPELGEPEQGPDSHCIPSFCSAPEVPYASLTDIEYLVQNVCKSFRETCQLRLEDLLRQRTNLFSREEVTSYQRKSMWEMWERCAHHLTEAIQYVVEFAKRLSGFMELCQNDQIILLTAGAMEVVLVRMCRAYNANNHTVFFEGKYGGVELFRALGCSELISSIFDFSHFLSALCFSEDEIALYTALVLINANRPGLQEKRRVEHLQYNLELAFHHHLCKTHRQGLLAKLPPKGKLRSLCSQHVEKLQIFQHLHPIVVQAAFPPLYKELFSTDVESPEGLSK
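Drosophila Schneider cells stably carrying a metallothionein-driven Gal4 DBD–ROR gamma fusion and a UAS-Photinus luciferase reporter were exposed to compound for 1 hr, then induced with copper sulfate (700 uM final) for 20 hr at ambient temperature before luminescence reading.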
Rab9 promoter act = activates the Rab9 promoter | Huh7 Rab9 promoter-luciferase reporter, luminescence, 24 h | Potency, µM (top dose mostly 9.22 µM), inactives show top-dose activation, negative = inhibition, most hits filed as activators | 320,000 compounds, 2.8% hits; also: % of control where 0% means no effect; nearly all actives have a fitted effect of over 60% in size
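Rab9 promoter-driven luciferase in stably transfected Huh7 cells; 1500 cells/well rested 2 h, exposed to compound in DMSO for 24 h at 37 °C, 5% CO2. Luminescence read 10 min after adding luciferase reagent at ambient temperature.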
BRCA1 expr up = BRCA1 expression activation. MCF7-BRCA1-FFLuc reporter, luminescence, 48 h; response scale: scaled: vehicle 0%, 10 µM genistein 100%. Potency, µM (series often up to 46.1 µM), for inactives: at the highest dose activation, hits mostly activators. 380,000 compounds, 1.1% hits. AID 624202; also: nearly all actives have a fitted effect of over 80% in size; some results filed as inactive show a strong effect at the top dose
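MCF7-BRCA1-FFLuc, 2000 cells/well; 2 h attach, 37 °C/5% CO2; compound 48 h; luciferase substrate 15 min; luminescence end-point. Norm. to genistein 10 microM max activation and DMSO; concentration-response curves fitted.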
FLuc counter = counter-screen for miR-21 project: firefly luciferase inhibitors or activators; AID 588342; purified FLuc, Km substrates, luminescence inhibition; Potency, µM (doses to about 57.5 µM), without a hit: at the highest dose activity change, negative = inhibition, hits mostly inhibitors; 360,000 compounds, 6.9% hits;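 also: plate controls were vehicle for no effect and reference inhibitor for full effect; nearly all actives have a fitted effect of over 55% in size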
Target sequence (P08659 whole entry, looked up): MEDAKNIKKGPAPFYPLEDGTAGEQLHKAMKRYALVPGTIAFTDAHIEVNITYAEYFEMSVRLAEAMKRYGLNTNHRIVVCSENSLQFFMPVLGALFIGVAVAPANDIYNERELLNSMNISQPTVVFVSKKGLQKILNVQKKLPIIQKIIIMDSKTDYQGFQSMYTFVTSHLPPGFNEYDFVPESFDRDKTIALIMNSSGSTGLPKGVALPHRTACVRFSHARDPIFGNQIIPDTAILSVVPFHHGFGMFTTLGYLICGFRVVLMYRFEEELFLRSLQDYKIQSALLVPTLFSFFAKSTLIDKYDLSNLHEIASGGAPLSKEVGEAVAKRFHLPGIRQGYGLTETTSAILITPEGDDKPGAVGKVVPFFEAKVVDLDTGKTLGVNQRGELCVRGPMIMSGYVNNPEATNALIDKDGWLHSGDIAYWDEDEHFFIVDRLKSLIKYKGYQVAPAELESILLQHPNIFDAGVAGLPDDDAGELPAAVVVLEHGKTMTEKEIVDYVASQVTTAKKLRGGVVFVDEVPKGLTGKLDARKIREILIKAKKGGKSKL
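Purified P. pyralis luciferase (10nM final) with 10uM D-luciferin and 10uM ATP (Km levels) in 50mM Tris acetate pH 7.5, 10mM Mg acetate, 0.01% Tween-20, 0.05% BSA; qHTS 6-point titration, ~60 µM downward; luminescence read.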
MLL CXXC-DNA inh = blocks binding of human MLL CXXC domain to DNA; Q03164; MLL-CXXC / FITC-HOXA9 DNA fluorescence polarization; Potency, µM (titrated, usually from 115 µM), for the others: top-dose activity change, negative = inhibition, hits mostly inhibitors; 290,000 compounds, 0.037% hits; AID 2662; active = well fitted inhibition curve with a large enough effect in the polarisation, with a control signal flat, not every such curve was filed as active; inconclusive = small, poorly fitted or top-dose-only effect, or effect the other way, or a change in a side signal; inactive = no such curve, though single readings can be large or run the other way; the % refers to the polarisation
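Steps: dispense CXXC domain solution (7 uM) → pin compounds or unlabeled HOX-A9 DNA control → 5 min ambient → add FLSN-HOX-A9 solution (50 nM) → spin → 30 min ambient → fluorescence polarization. Tris pH 7.5/NaCl/DTT/BSA buffer.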
* hit, by the source's call; u = inconclusive; x = not tested or not shown; [ ] = remark or other dose. Unless noted, calls follow the shape of the dose curve; as a rule, active = well fitted curve in the direction sought with a large enough effect; inconclusive = small, poorly fitted or top-dose-only effect, or another doubt; inactive = no such curve, though single readings can be large; an effect the other way counts as inactive or inconclusive. Potency is read from the fitted curve at half-maximal effect. Some of the compounds tested, so the mix of outcomes need not match the whole.

Under each structure: ELG1 genotoxic	MBNL1 CUG block	p53 reactivator	MLL CXXC-DNA inh	NPC1 prom act	BRCA1 expr up	FLuc counter	Rab9 promoter act	RORgamma inh	uPA generation	VP16 counter
CCOc1ccc(NC(=O)CSc2nncc(=O)[nH]2)cc1
    -1%	4%	11%	-1%	-4%	4%	-4%	-4%	-12%	-3%	22%
CC(C)(C)NC(=O)c1cccc(NC(=O)CSc2ccccc2)c1
    -4%	-4%	-5%	-2%	1%	-4%	15µM*	3%	24%	1%	-1%
CN1CCN(c2sc(S(C)(=O)=O)nc2S(=O)(=O)c2ccc(Cl)cc2)CC1
    -12%	-1%	-8%	0%	-2%	-37%	2%	2%	-31%	-15%	1%
COc1cc2ccccc2cc1C(=O)OCC(=O)NC1CCS(=O)(=O)C1 (configuration not stated)
    3%	8%	u	3%	-1%	-1%	3%	1%	2%	3%	2%
C=CCn1c(=O)c(C(=O)NCc2ccc3c(c2)OCO3)c(O)c2ccccc21
    -3%	3%	-5%	-1%	-1%	-3%	-1%	0%	-27%	4%	-4%
c1ccc(-c2nc3nonc3c3nc4ccccc4n23)cc1
    -3%	56%[activator]	10%	0%	-2%	1%	0%	2%	-4%[10 µM]	-6%	-22%
Cc1ccc(N2CC(C(=O)N3CCC(C(=O)Nc4nnc(C(C)(C)C)s4)CC3)CC2=O)cc1 (configuration not stated)
    -3%	-6%	-3%	12%	-3%	11%	-1%	-6%	-5%	4%	-5%
Cc1ccc(NC(=O)CSc2ncn[nH]2)cc1
    5%	-5%	6%	5%	-2%	38%	-1%	-3%	8%	3%	-7%
O=C(Nc1ccn(-c2ccccc2)n1)c1ccccc1Br
    u	-4%	u	4%	u	u	u	27%	u	-7%	-11%
COc1ccc(CCNC(=O)C2CCN(S(=O)(=O)c3ccc4nc5c(c(C(=O)O)c4c3)CCCC5)CC2)cc1OC
    -1%[9.26 µM]	10%	-2%	-3%	-12%	5%	1%	-4%	14%	9%	-1%
Cc1ccc2c(c1)N(CC(=O)OC(CC(C)C)C(=O)NC1CCCC1)C(=O)CO2 (configuration not stated)
    -11%	0%	-4%	2%	12%	-43%	-3%	4%	-37%	-6%	-11%
CCCc1ccc2oc(C(=O)NCCN3CCCC(O)C3)c(C)c2c1 (configuration not stated)
    u	7%	x	-3%	15%	58%	u	9%	x	-7%	x
Cc1cccc(C(=O)N2CCc3c([nH]c4ccccc34)C2CC(C)C)n1 (configuration not stated)
    13%	-6%	11%	-14%	9%	4%	17µM*	u	35%	4%	u
COc1cc(/C=N/NC(=O)c2ccc(CSc3nncn3C)cc2)cc(OC)c1O
    -1%	u	1%	28%	2%	-11%	u	-1%	1%	0%	-1%
CC(=O)c1cccc(OCc2cc(C(=O)N(C)C(C)c3ccccn3)no2)c1 (configuration not stated)
    -5%	-10%	0%	1%	2%	-12%	4%	7%	u	2%	15%
CCC1(C)Cc2c(sc(NC(=S)NC(=O)c3ccccc3)c2C#N)CO1 (configuration not stated)
    5%	-3%	u	14%	18%	77%	6µM*	28%	u	0%	u
CC(=O)c1ccc(S(=O)(=O)Nc2ccccc2C(=O)NC2CC2)cc1
    2%	x	-2%	x	2%	-4%	0%	-4%	x	3%	x
CN(C)c1ccc(/C=N/NC(=O)c2ccc(CN3C(=O)c4cccc5cccc3c45)cc2)cc1
    4%	40%[activator]	u	-5%	-3%	x	u	-1%	30%	x	u
COc1cc(C(=O)N/N=C(\C)Cc2ccccc2)cc(OC)c1OC
    u	-12%	24%	2%	1%	-74%[inhibitor]	7%	-2%	u	-10%	-4%
Fc1ccccc1NC(=S)N1CCC(c2ccccc2)C1 (configuration not stated)
    u	-1%	18%	17%	u	u	u	u	-39%	-3%	-12%

Whole records, quoted from the list. Screens in order: ELG1 genotoxic, MBNL1 CUG block, p53 reactivator, MLL CXXC-DNA inh, NPC1 prom act, BRCA1 expr up, FLuc counter, Rab9 promoter act, RORgamma inh, uPA generation, VP16 counter
CN(C)c1ccc(/C=N/NC(=O)c2ccc(CN3C(=O)c4cccc5cccc3c45)cc2)cc1 in the list: 4%, 40%[activator], u, -5%, -3%, x, u, -1%, 30%, x, u
CCCc1ccc2oc(C(=O)NCCN3CCCC(O)C3)c(C)c2c1 (configuration not stated) in the list: u, 7%, x, -3%, 15%, 58%, u, 9%, x, -7%, x
Cc1cccc(C(=O)N2CCc3c([nH]c4ccccc34)C2CC(C)C)n1 (configuration not stated) in the list: 13%, -6%, 11%, -14%, 9%, 4%, 17µM*, u, 35%, 4%, u
COc1cc(C(=O)N/N=C(\C)Cc2ccccc2)cc(OC)c1OC in the list: u, -12%, 24%, 2%, 1%, -74%[inhibitor], 7%, -2%, u, -10%, -4%
Cc1ccc2c(c1)N(CC(=O)OC(CC(C)C)C(=O)NC1CCCC1)C(=O)CO2 (configuration not stated) in the list: -11%, 0%, -4%, 2%, 12%, -43%, -3%, 4%, -37%, -6%, -11%

Returning to the listing, repeating the 2 entries before the break.
Under each structure: ELG1 genotoxic	MBNL1 CUG block	p53 reactivator	MLL CXXC-DNA inh	NPC1 prom act	BRCA1 expr up	FLuc counter	Rab9 promoter act	RORgamma inh	uPA generation	VP16 counter
COc1cc(C(=O)N/N=C(\C)Cc2ccccc2)cc(OC)c1OC
    u	-12%	24%	2%	1%	-74%[inhibitor]	7%	-2%	u	-10%	-4%
Fc1ccccc1NC(=S)N1CCC(c2ccccc2)C1 (configuration not stated)
    u	-1%	18%	17%	u	u	u	u	-39%	-3%	-12%
Cc1cccc(C(=O)NNC(=O)c2cc3cc4ccccc4nc3s2)c1
    u	10%	-2%	-1%	-3%	-11%	-1%	0%	u	-6%	u
COc1ccc(N/C=C\C(=O)c2ccc(Br)cc2)cc1OC
    15%	x	14%	28%	u	100%	u	u	-32%	1%	-11%
CC(C)C(=O)N=c1sc2cccc(F)c2n1C
    13%	1%	10%	-1%	-1%	-8%	u	-4%	-6%	-8%	0%
COc1cc(C(=O)Nc2ccc3c(c2)ncn3C(C)(C)C)cc(OC)c1OC
    16%	-2%	6%	-3%	3%	-6%	u	17%	u	-18%	7%
CC(=O)Nc1ccc(C(=O)CSc2ncn(-c3ccccc3)n2)cc1
    u	-9%	7%	4%	18%	75%	-10%	19%	37%	3%	-14%
CCCOC1OC(=O)c2c1ccc(OC)c2OC (configuration not stated)
    -3%	u	-1%	3%	-1%	-20%	3%	1%	6%	2%	0%
Cc1cc(OCC(=O)N2CCOCC2)c(C(C)C)cc1Cl
    0%	5%	-28%	11%	-5%	4%	0%	-8%	u	-2%	-8%
COc1cccc(Cn2cccc(NC(=O)NCc3ccccc3)c2=O)c1
    0%	7%	x	-2%	0%	23%	21µM*	0%	33%	-1%	-3%
COC(=O)c1cc(NS(=O)(=O)c2ccc(N3CCC(C)CC3)c([N+](=O)[O-])c2)cc(C(=O)OC)c1
    1%	-12%	x	2%	1%	-34%	2%	3%	4%	-8%	2%
CC(=O)Oc1c(I)cc(I)cc1C(=O)Nc1ccc(Cl)cc1
    -6%	13%	-10%	10%	-7%	-79%	-22%	-5%	u	-3%	u
COc1ccccc1C(=O)Nc1ccc(CN2CCCCC2)cc1
    4%	-4%	4%	1%	1%	31%	-15%	-2%	-19%	-5%	4%
COc1ccc(NC(=S)N2CCC(N(C)CC3CCCO3)CC2)cc1 (configuration not stated)
    1%	x	-6%	u	-3%	1%	-1%	-5%	-17%	3%	9%
COc1ccccc1C(=O)N(NC(=O)Oc1ccccc1)C(C)(C)C
    -1%	x	-1%	21%	-1%	-4%	0%	-7%	-16%	-2%	-4%
O=C1NC(=Nc2cccc([N+](=O)[O-])c2)SC1(CO)CO
    -4%	u	0%	4%	0%	2%	1%	3%	-4%	-3%	2%
CCCS(=O)(=O)c1c(S(=O)(=O)CCC)c2cnccn2c1C(=O)c1ccc(Cl)cc1
    -1%	u	-2%	-3%	5%	-28%	-3%	5%	11%	-9%	6%
COc1cc2ccccc2cc1C(=O)N1CCN(C)CC1
    -1%	0%	-2%	3%	1%	-3%	6%	0%	7%	2%	3%
Cc1noc(C)c1N=Nc1ccccc1C(=O)O
    0%	-14%	7%	1%	-7%	-2%	-13%	19%	0%	1%	-12%

High-throughput results (PubChem BioAssay)
